hcDAF12 agonist: activators of H. contortus DAF-12 nuclear receptor | HEK293 hcDAF-12 lit1-tk-luc reporter, luminescence; 0% DMSO, 100% Δ7-dafachronic acid | activation, % at 6.8 µM | 370,000 compounds, 1.4% hits | AID 652067;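 active means activation above the mean of all tested compounds plus 3 SD, cut at about 5.5% in these data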;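 further: 100% = response to 3 µM Δ7-dafachronic acid high control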
GAA850 FXN act: increases GAA850 frataxin promoter reporter activity | HEK293 lucGAA850 FXN promoter luciferase reporter, 24 h; percent of 10 µM SAHA response | AID 540364 | 360,000 compounds, 0.56% hits | activation, % at 6 µM;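 active means activation above the average of all compounds screened plus 3 SD, cutoff fixed separately per campaign, cut at about 7.5% in these data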;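 further: 0% = DMSO wells and 100% = 10 µM SAHA wells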
ssDAF-12 act: activators of S. stercoralis DAF-12 nuclear receptor. HEK293 ssDAF-12/GRIP1 lit1-tk-luc reporter, luminescence; % of 3 µM dafachronic acid response. activation, % at 6.8 µM. 370,000 compounds, 1% hits. AID 652126;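 active means activation above the mean over all tested compounds plus 3 SD, cut at about 0.9% in these data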;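 further: 0% = DMSO-only wells and 100% = 3 µM delta7-dafachronic acid wells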
proKLK7 act: activators of human kallikrein-7 zymogen; purified proKLK7, EDANS-DABCYL substrate fluorescence; 100% is mature enzyme control, 0% vehicle; P49862; 370,000 compounds, 0.9% hits; activation, % at 7 µM;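 active means activation above the mean of all tested compounds plus 3 SD, computed per campaign excluding outliers beyond control limits, cut at about 13% in these data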
NPR1 activator: GC-A (human) enzyme activation | P16066 | HEK293 GC-A cells, cGMP TR-FRET, EC30 ANP; 0% at EC30 ANP, 100% saturating ANP | activation, % at 10 µM | 370,000 compounds, 0.14% hits | AID 1671463; in the data active means activation above about 40%
hgDAF-12 ag: agonists of H. glycines DAF-12 nuclear receptor; HEK293 GAL4-hgDAF12 UAS-luciferase reporter, agonist luminescence; normalized to butyrate control; activation, % at 6.8 µM; 370,000 compounds, 1.8% hits; AID 687014;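 active means activation above a cutoff set at the mean of all screened compounds plus 3 SD, cut at about 10% in these data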;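 further: 0% = DMSO wells and 100% = sodium butyrate wells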
GC-B act: GC-B (human) receptor activation. P20594. HEK293-GC-B cells, CNP EC30, cGMP TR-FRET; 0% at EC30 CNP, 100% saturating CNP. activation, % at 10 µM. 370,000 compounds, 0.11% hits. AID 1920062;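 active means activation at 10 µM reaching about 35% in either raw or pattern-adjusted values, limit read from the data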
Target sequence (P20594 whole entry, looked up): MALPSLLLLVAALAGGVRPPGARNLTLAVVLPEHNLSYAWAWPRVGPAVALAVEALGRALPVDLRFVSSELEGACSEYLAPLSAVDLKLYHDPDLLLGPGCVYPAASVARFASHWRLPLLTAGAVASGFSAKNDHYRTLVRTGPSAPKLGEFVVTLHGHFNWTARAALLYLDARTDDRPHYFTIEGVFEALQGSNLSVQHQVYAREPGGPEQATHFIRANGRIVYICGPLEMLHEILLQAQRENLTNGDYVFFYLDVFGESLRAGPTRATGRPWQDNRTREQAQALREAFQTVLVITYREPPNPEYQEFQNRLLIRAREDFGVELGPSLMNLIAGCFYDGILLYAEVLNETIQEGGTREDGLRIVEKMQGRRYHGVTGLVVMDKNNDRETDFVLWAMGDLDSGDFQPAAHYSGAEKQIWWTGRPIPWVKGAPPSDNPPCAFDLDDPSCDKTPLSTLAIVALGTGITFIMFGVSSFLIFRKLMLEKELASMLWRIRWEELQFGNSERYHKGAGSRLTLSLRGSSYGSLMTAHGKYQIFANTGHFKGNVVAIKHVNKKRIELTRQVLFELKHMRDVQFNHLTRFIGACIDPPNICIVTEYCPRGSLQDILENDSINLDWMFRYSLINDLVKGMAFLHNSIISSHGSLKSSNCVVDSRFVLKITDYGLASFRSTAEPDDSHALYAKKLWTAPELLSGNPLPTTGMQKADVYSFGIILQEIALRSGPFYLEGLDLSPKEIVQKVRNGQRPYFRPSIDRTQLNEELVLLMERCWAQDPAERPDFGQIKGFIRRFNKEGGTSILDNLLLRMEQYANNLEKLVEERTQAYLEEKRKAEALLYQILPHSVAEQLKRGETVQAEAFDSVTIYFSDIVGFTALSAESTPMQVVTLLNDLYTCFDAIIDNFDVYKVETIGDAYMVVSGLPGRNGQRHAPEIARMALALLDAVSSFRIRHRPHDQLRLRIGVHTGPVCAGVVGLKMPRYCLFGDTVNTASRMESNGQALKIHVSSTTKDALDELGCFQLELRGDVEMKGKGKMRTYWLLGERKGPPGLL
DAX1 inh-1: inhibitors of DAX1 repression of SF-1 activated StAR promoter | HEK293T StAR-luciferase reporter, SF-1/DAX-1 repression relief | inhibition, % at 6.8 µM | AID 652010 | 370,000 compounds, 1.1% hits;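 active means inhibition above the mean over all tested compounds plus 3 SD, cut at about 3.6% in these data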;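 further: 0% = DAX-1 cells with DMSO and 100% = cells lacking DAX-1 with DMSO; higher inhibition means more luminescence from relief of DAX-1 repression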
DAX1 inh-2: NR0B1 (DAX1) inhibition. HEK293 Gal4-DAX1 luciferase reporter, luminescence. 340,000 compounds, 0.99% hits. AID 504766. inhibition, % at 6.75 µM;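 active means inhibition above the mean over all tested compounds plus 3 SD, cut at about 4.2% in these data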;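 further: 0% = DAX1-transfected cells with DMSO and 100% = empty-vector control cells with DMSO; inhibition shows as a rise in luminescence from relieved DAX1 repression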
SMARCA2 act: increases SMARCA2 function in MMTV reporter cells | 370,000 compounds, 1% hits | MG213 cells, MMTV-luciferase reporter, dexamethasone, overnight | activation, % at 9.1 µM; in the data active means activation above about 7.8%;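 further: 0% = vehicle wells and 100% = reference activator wells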
HGIII-sPLA2 inh: Inhibits HGIII-sPLA2 liposome hydrolysis, primary screen; QFRET BODIPY PC-A2 liposome hydrolysis, fluorescence; 370,000 compounds, 0.56% hits; inhibition, % at 12.2 µM;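 active means inhibition above mean plus 3 SD of compounds lying within the high and low control bounds, cut at about 19% in these data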;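 further: 0% = median of test compound wells and 100% = no enzyme DMSO wells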
An asterisk follows results filed as active; · = no result given. Rows were taken by chance; about 6.7% have a hit in one of these screens.

SMILES	hcDAF12 agonist	GAA850 FXN act	ssDAF-12 act	proKLK7 act	NPR1 activator	hgDAF-12 ag	GC-B act	DAX1 inh-1	DAX1 inh-2	SMARCA2 act	HGIII-sPLA2 inh
Cn1nnnc1SCC(=O)NC1CCCc2ccccc21 (stereo not given)	1.1	0.8	-1.4	0.7	1.4	2.1	4.8	0.0	2.3	-1.9	4.2
O=C(NNC(=O)c1ncc(Cl)c(Cl)c1Cl)c1ccc(F)cc1	1.1	0.8	-1.1	0.2	-2.2	0.6	2.2	-1.0	0.8	3.1	-3.1
CCCCN1C(=O)C(CC(=O)NCC2CCCCC2)CC(C(=O)N(C(C)C)C(C)C)=C1C (stereo not given)	-1.2	1.2	-0.7	-0.3	1.2	-3.4	3.9	-0.2	0.8	-2.6	6.8
O=C(CNS(=O)(=O)c1ccc2ccccc2c1)OCc1csc(-c2ccccc2)n1	2.0	1.7	-0.4	1.6	1.6	2.3	0.4	0.3	0.4	-0.8	-17.4
O=c1[nH]cnc2c1sc1nc(-c3ccccc3)c3c(c12)CCCC3	-1.4	1.4	-1.4	-4.9	1.0	-1.0	-6.7	-0.1	1.5	-2.6	-6.9
O=c1c(-c2nnc(SCc3ccc(Cl)cc3)o2)cccn1Cc1ccccc1	-1.3	-0.3	-1.6	-23.9	3.6	-1.9	-1.0	-1.1	-1.6	-1.2	-18.9
CC(C(=O)N(C)C)N(C#N)c1nc(N(C)C)nc(N(C)C)n1 (stereo not given)	0.2	2.2	-0.5	0.1	1.7	-1.2	1.1	0.2	0.3	-0.2	9.9
CCOC(=O)C(=CNc1ccc(N2CCOCC2)cc1)C(=O)OCC	-1.2	-3.0	-1.5	0.5	2.4	3.4	2.5	-0.7	0.3	2.1	-3.4
Cc1cc(C)c2[nH]c(=O)c(C(c3nnnn3Cc3ccc4c(c3)OCO4)N3CCC(C)CC3)cc2c1 (stereo not given)	-1.9	1.7	-1.3	0.6	-0.7	-1.6	2.9	0.1	0.0	-0.8	1.5
Cc1cc(-c2ccc(Cl)cc2)n2nc(C)cc2n1	1.0	2.2	-1.3	0.4	1.8	0.7	0.8	0.0	-0.4	-0.5	3.9
C/C(=N\OCC(=O)OCC(=O)N(C)c1ccccc1)c1ccc2c(c1)OCO2	-1.0	-0.2	-0.5	-0.6	-3.2	1.5	5.0	-0.4	-0.1	-1.1	-1.3
Cn1cccc1C(=O)N1CCN(S(=O)(=O)c2ccccc2)CC1	0.1	0.5	-0.8	-0.8	2.1	-0.7	-1.5	1.6	1.6	-0.1	-1.6
Cc1cc(NC(=O)CC(C)C)c(=O)n(Cc2ccccc2F)c1	-2.4	1.8	-0.9	-0.6	-3.8	-0.3	7.0	-0.4	-1.9	-2.2	7.9
CCOc1ccc(CCNC(=O)c2sc3nc4n(c(=O)c3c2C)CCC4)cc1	-2.1	0.5	-1.2	0.2	2.3	0.1	-0.7	-0.1	-0.6	-1.6	3.4
COc1ccc(Cl)cc1-n1c(=S)sc2c(=O)[nH]c(SCC(=O)NCC3CCCO3)nc21 (stereo not given)	-1.2	1.0	-1.5	-0.2	1.6	-0.3	0.1	-0.2	-1.0	-0.2	-13.0
N#Cc1nc(-c2ccc(Cl)cc2)oc1NCCc1ccccn1	0.9	4.8	-0.8	0.2	-7.9	1.4	-13.7	0.6	1.2	4.3	8.3
Nc1nnc(COc2cccc(C(F)(F)F)c2)s1	-0.1	2.5	-1.2	-0.2	2.4	-0.9	1.8	0.0	-0.6	1.1	3.5
Cc1nc(OCc2ccccc2)c2ccccc2n1	0.3	-2.0	-1.0	0.1	5.1	-0.3	-3.7	1.1	1.1	0.1	1.2
Cc1nc(-c2ccccc2)sc1C(=O)/C=C/N(C)C	-1.1	2.5	-0.8	-1.1	3.9	-1.2	2.2	0.2	3.3	-2.3	-12.5
COc1ccc(C(C(=O)Nc2c(C)cccc2C)n2c(=O)c(-c3ccco3)nc3ccccc32)cc1 (stereo not given)	-1.4	·	-0.6	0.5	-2.7	2.4	-7.9	-0.6	·	4.4	2.6
Nc1ccc2c(c1)N=[N+]([O-])c1cc(N)ccc1C2	4.2	-0.1	-1.1	0.2	0.6	0.7	-3.0	0.5	1.2	3.4	3.6
O=[N+]([O-])c1ccc(N/N=C/c2ccc[nH]2)cc1	-2.5	5.0	-2.0	0.1	-5.5	0.0	-4.4	-1.1	-0.9	-4.2	12.5
CC(=O)c1ccc(N2C(=O)NC3(CCCCC3)C2=O)cc1	3.2	1.1	-0.8	-0.7	2.5	0.4	1.6	1.6	0.0	0.9	-1.2
Cc1ccc(S(=O)(=O)N(CC(=O)NCC2CCCO2)C2CCCCC2)cc1 (stereo not given)	-1.1	1.3	-1.1	-0.9	3.6	0.9	-0.3	-0.3	-0.6	-1.3	2.5
O=C(NCc1ccco1)c1ccc2sc([C@H]3C[C@H](O)[C@@H](CO)O3)nc2c1	-1.1	0.5	-1.1	-0.7	-1.5	3.0	-4.4	0.8	·	2.2	12.2
C/C(=N\NC(=O)C1CC1)c1ccc2c(c1)OCCO2	-1.3	0.3	-0.8	0.1	4.6	0.3	-6.2	1.2	-1.9	-5.5	5.8
CC1Cc2ccccc2N1S(=O)(=O)c1cccc(C(=O)NCc2ccccn2)c1 (stereo not given)	1.1	0.1	-0.4	0.0	-4.0	0.1	5.2	-1.9	0.0	-0.7	-7.0
CCN1CCN(C(=O)c2nn(C)c3c2CS(=O)(=O)c2ccccc2-3)CC1	-0.1	1.3	-1.1	0.3	-0.8	2.0	3.9	0.1	0.6	-4.5	1.3
O=C1c2ccc([N+](=O)[O-])cc2C(=O)N1c1c[nH]c(=O)[nH]c1=O	-0.4	2.5	-1.1	-0.2	2.2	1.4	-0.5	1.2	·	-0.2	3.5
CC(C(=O)Nc1sccc1C(N)=O)N1C(=O)C2CC=CCC2C1=O (stereo not given)	-0.7	-0.7	-1.1	0.0	-0.6	-0.5	0.3	-0.3	-1.0	-0.5	-4.8
CC(C)CNC(=O)C1(C)CCCN1C(=O)c1ccncc1 (stereo not given)	-1.9	-3.1	-1.1	-0.2	4.1	-1.5	-0.5	-0.3	·	-4.4	-7.7
Cc1nn(-c2ccccc2)c(C)c1NC(=O)COC(=O)/C=C/c1ccccc1	0.1	2.1	-1.0	-0.3	2.9	-0.5	0.6	1.1	-1.6	0.9	1.7
S=c1[nH]nc(C2CCCCC2)n1/N=C/c1ccccc1	-1.2	4.0	-0.6	0.0	1.8	-2.1	-0.7	-0.1	0.1	-1.1	6.2
CC(C)CN1CCN(Cc2nc3ccccc3s2)CC1CCO (stereo not given)	1.3	-0.1	-0.6	0.1	1.8	2.8	-5.9	0.2	0.1	-0.7	-1.3
COc1ccc(Nc2nc3ccccc3nc2-n2nc(C)cc2C)cc1	-0.7	0.4	-0.4	-0.1	-7.5	-1.1	-10.2	-0.1	-0.1	0.2	8.6
CCOc1ccc(C(C#N)N2CCOCC2)cc1OC (stereo not given)	-2.0	1.4	-1.0	-0.4	0.4	-1.2	3.3	0.8	1.7	-3.0	-0.9
COc1ccc(OC)c(S(=O)(=O)Nc2ccc3oc4c(c3c2)C(=O)CCC4)c1	0.2	0.1	-1.9	0.2	4.6	-0.6	-1.7	-0.2	-0.6	-2.0	-16.2
COC(=O)CCC(=O)c1oc2ccc(Cl)cc2c1NC(=O)CCCN1C(=O)c2ccccc2C1=O	-0.8	-1.9	-1.7	-0.2	-9.9	-0.7	-9.8	-0.3	0.5	1.5	5.4
Cc1nnc(NC(=O)c2ccc(C)c(S(=O)(=O)N3CCCCCC3)c2)s1	-1.9	1.5	-0.5	-0.7	-2.8	0.1	-0.2	-0.4	-1.0	-2.1	-2.8
COc1ccc(C#Cc2ccc3c(c2)O[C@H](CN(C)S(=O)(=O)c2ccccc2F)[C@H](C)CN([C@H](C)CO)S3(=O)=O)cc1	-1.5	·	-1.8	-20.7	-1.4	-1.2	8.1	-2.0	·	-5.5	-3.8

By substructure: those above with a nitro group on carbon (2)
SMILES	hcDAF12 agonist	GAA850 FXN act	ssDAF-12 act	proKLK7 act	NPR1 activator	hgDAF-12 ag	GC-B act	DAX1 inh-1	DAX1 inh-2	SMARCA2 act	HGIII-sPLA2 inh
O=[N+]([O-])c1ccc(N/N=C/c2ccc[nH]2)cc1	-2.5	5.0	-2.0	0.1	-5.5	0.0	-4.4	-1.1	-0.9	-4.2	12.5
O=C1c2ccc([N+](=O)[O-])cc2C(=O)N1c1c[nH]c(=O)[nH]c1=O	-0.4	2.5	-1.1	-0.2	2.2	1.4	-0.5	1.2	·	-0.2	3.5

Full records from above.
S=c1[nH]nc(C2CCCCC2)n1/N=C/c1ccccc1 is listed as hcDAF12 agonist = -1.2; GAA850 FXN act = 4.0; ssDAF-12 act = -0.6; proKLK7 act = 0.0; NPR1 activator = 1.8; hgDAF-12 ag = -2.1; GC-B act = -0.7; DAX1 inh-1 = -0.1; DAX1 inh-2 = 0.1; SMARCA2 act = -1.1; HGIII-sPLA2 inh = 6.2
CC(=O)c1ccc(N2C(=O)NC3(CCCCC3)C2=O)cc1 is listed as hcDAF12 agonist = 3.2; GAA850 FXN act = 1.1; ssDAF-12 act = -0.8; proKLK7 act = -0.7; NPR1 activator = 2.5; hgDAF-12 ag = 0.4; GC-B act = 1.6; DAX1 inh-1 = 1.6; DAX1 inh-2 = 0.0; SMARCA2 act = 0.9; HGIII-sPLA2 inh = -1.2

More structures.
SMILES	hcDAF12 agonist	GAA850 FXN act	ssDAF-12 act	proKLK7 act	NPR1 activator	hgDAF-12 ag	GC-B act	DAX1 inh-1	DAX1 inh-2	SMARCA2 act	HGIII-sPLA2 inh
CCOC(=O)CNC(=O)CSc1ncnc2c1cnn2-c1ccc(Cl)cc1	-0.9	0.3	-1.1	-0.1	32.6	0.4	-8.9	0.6	-0.4	-3.2	2.6
COc1ccc(CCNC(=O)c2ccc3c(c2)N(Cc2ccccc2)CCS3)cc1OC	-3.5	-1.1	-1.4	-65.5	1.5	-4.0	2.8	-1.0	0.2	-0.8	-0.1
CCCn1c(CCC(=O)O)nc2cc(S(=O)(=O)N(CC)CC)ccc21	1.7	-0.3	-1.6	-0.1	-1.1	2.0	1.1	0.1	-1.5	0.0	0.6
C#CC(CC)(CC)NC(=O)c1nn(-c2ccccc2Cl)c(C)cc1=O	-1.9	0.9	-1.2	0.3	0.2	-3.0	4.0	-0.1	0.3	0.5	-1.4
COc1ccc(C(C)=O)cc1CSc1ncccn1	-1.7	2.6	-0.8	0.7	-1.7	0.2	-0.5	-0.6	-0.4	-1.6	-0.7
O=C(O)c1cccnc1C(=O)N1CCc2c([nH]c3ccccc23)C1C(F)(F)F (stereo not given)	-0.4	-2.9	-1.2	0.2	3.9	-0.1	2.6	-0.2	·	-1.2	-2.7
O=C(NCc1ccc(N2CCCC2=O)cc1)c1ccc(F)cc1	-0.5	2.4	-2.1	0.0	1.4	-1.4	5.0	-1.1	1.2	-2.6	2.5
O=C(Cc1n[nH]c(=O)c2ccccc12)OCC(=O)c1ccc(F)cc1	-1.2	1.7	-0.9	0.0	2.3	0.1	3.3	0.9	1.5	-0.8	-1.6

Source: PubChem BioAssay (several laboratories)
